hgDAF-12 ag = agonists of H. glycines DAF-12 nuclear receptor. HEK293 GAL4-hgDAF12 UAS-luciferase reporter, agonist luminescence; normalized to butyrate control. activation, % at 6.8 µM. 370,000 compounds, 1.8% hits;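 active = activation above a cutoff set at the mean of all screened compounds plus 3 SD, cut at about 10% in these data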;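 also: 0% = DMSO wells and 100% = sodium butyrate wells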
MBD2 DNA inh = MBD2-methylated oligo binding inhibition; TR-FRET, MBD2 binding to methylated oligonucleotide; 370,000 compounds, 0.31% hits; Q9UBB5; inhibition, % at 4.4 µM; AID 686964; in the data active = inhibition above about 13%
hcDAF12 agonist = H. contortus DAF-12 activation, primary screen. 370,000 compounds, 1.4% hits. activation, % at 6.8 µM. HEK293 hcDAF-12 lit1-tk-luc reporter, luminescence; 0% DMSO, 100% Δ7-dafachronic acid;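 active = activation above the mean of all tested compounds plus 3 SD, cut at about 5.5% in these data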;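 also: 100% = response to 3 µM Δ7-dafachronic acid high control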
PLC-gamma1 inh = PLC-gamma1 (human) inhibition, primary screen; P19174; 370,000 compounds, 0.84% hits; purified PLC-gamma1, fluorogenic substrate, fluorescence; inhibition, % at 12.2 µM; in the data active = inhibition above about 9.5%
ssDAF-12 act = S. stercoralis DAF-12 activation, primary screen. HEK293 ssDAF-12/GRIP1 lit1-tk-luc reporter, luminescence; % of 3 µM dafachronic acid response. activation, % at 6.8 µM. 370,000 compounds, 1% hits;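 active = activation above the mean over all tested compounds plus 3 SD, cut at about 0.9% in these data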;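 also: 0% = DMSO-only wells and 100% = 3 µM delta7-dafachronic acid wells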
SMARCA2 activ = activators of SMARCA2 function. MG213 cells, MMTV-luciferase reporter, dexamethasone, overnight. activation, % at 9.1 µM. 370,000 compounds, 1% hits. AID 652017; in the data active = activation above about 7.8%;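 also: 0% = vehicle wells and 100% = reference activator wells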
DAX1 inh-1 = inhibitors of human orphan nuclear receptor DAX1 (NR0B1); AID 504766; 340,000 compounds, 0.99% hits; P51843; HEK293 Gal4-DAX1 luciferase reporter, luminescence; inhibition, % at 6.75 µM;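 active = inhibition above the mean over all tested compounds plus 3 SD, cut at about 4.2% in these data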;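 also: 0% = DAX1-transfected cells with DMSO and 100% = empty-vector control cells with DMSO; inhibition shows as a rise in luminescence from relieved DAX1 repression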
Target sequence (P51843 207-470 limits assumed): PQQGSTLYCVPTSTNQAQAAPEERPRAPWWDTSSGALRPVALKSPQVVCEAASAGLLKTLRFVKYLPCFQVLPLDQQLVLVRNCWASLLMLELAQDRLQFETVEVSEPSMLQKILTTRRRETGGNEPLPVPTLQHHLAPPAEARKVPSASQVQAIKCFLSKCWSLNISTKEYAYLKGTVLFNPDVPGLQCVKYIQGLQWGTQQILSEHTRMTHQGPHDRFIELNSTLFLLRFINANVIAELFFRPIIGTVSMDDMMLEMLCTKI
PLCb3 inh = blocks human PLC-beta3 enzyme activity; Q01970; Purified PLC-beta3, fluorogenic substrate, fluorescence; inhibition, % at 12.2 µM; 370,000 compounds, 0.18% hits; AID 720704; in the data active = inhibition above about 11%;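 also: 0% = median of compound wells on plate and 100% = full blocker control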
ADAM17 inh = ADAM17 inhibition, QFRET primary screen | 370,000 compounds, 0.83% hits | AID 720648 | inhibition, % at 6.95 µM | recombinant ADAM17, EDANS/DABCYL FRET peptide cleavage;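 active = inhibition above the mean of compounds lying between control limits plus 3 SD, set per campaign, cut at about 8.5% in these data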;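 also: 0% = DMSO-only wells as the low control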
DAX1 inh-2 = blocks DAX1 repression of SF-1 activated StAR promoter | AID 652010 | 370,000 compounds, 1.1% hits | HEK293T StAR-luciferase reporter, SF-1/DAX-1 repression relief | inhibition, % at 6.8 µM;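 active = inhibition above the mean over all tested compounds plus 3 SD, cut at about 3.6% in these data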;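 also: 0% = DAX-1 cells with DMSO and 100% = cells lacking DAX-1 with DMSO; higher inhibition means more luminescence from relief of DAX-1 repression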
Rev-erbA mod = modulates human Rev-erb alpha binding to DNA | 370,000 compounds, 0.79% hits | activity, % at 10 µM | P20393 | Rev-erbα–FITC-DNA binding, fluorescence polarization, 90 min;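 active = activity above about 14%, limit read from the data; passing the limit was not always enough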;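 also: 0% = DMSO wells with 35 nM protein and 100% = DMSO wells with 750 nM protein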
Target sequence (P20393 whole entry, looked up): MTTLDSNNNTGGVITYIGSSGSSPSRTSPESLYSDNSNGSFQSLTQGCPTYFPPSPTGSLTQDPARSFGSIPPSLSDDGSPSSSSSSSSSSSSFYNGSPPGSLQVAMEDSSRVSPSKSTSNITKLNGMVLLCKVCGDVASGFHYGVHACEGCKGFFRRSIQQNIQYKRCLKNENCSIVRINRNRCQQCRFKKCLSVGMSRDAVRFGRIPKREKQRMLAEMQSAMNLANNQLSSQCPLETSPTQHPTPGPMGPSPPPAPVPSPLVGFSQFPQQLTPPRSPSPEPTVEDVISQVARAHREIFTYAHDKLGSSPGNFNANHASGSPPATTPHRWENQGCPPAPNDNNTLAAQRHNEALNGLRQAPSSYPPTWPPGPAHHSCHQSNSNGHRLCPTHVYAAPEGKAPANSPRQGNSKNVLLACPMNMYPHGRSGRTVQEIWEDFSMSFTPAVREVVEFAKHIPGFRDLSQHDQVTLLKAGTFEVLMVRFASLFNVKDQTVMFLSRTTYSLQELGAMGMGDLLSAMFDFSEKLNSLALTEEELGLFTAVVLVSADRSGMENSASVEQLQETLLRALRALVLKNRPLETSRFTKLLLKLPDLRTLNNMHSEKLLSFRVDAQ
An asterisk follows results filed as active; i = inactive; x = not tested or not shown. Outcome played no part in choosing rows; overall some 7.4% were active at least once.

Screens in order: hgDAF-12 ag, MBD2 DNA inh, hcDAF12 agonist, PLC-gamma1 inh, ssDAF-12 act, SMARCA2 activ, DAX1 inh-1, PLCb3 inh, ADAM17 inh, DAX1 inh-2, Rev-erbA mod
Cc1cccc(C(=O)NCC(=O)NCC(c2cccs2)N2CCOCC2)c1 (stereo not given)
→ 1.0, 0, -0.7, 1, 0.2, -2, -0.2, -9, -1, -0.5, -3
CC1CCN(C(=O)C2CCC(=O)N(Cc3ccc(Cl)cc3)C2)CC1 (stereo not given)
→ -0.5, 0, -0.9, -2, -0.3, -2, 0.5, -3, -7, 0.7, -3
O=C(O)C1CC1C(=O)Nc1cc(F)ccc1F (stereo not given)
→ -3.1, 4, -1.7, -3, -1.2, 0, 0.7, -1, -5, 0.7, -3
CCCCCN(C(=O)CCC(=O)OCc1ccccc1F)c1c(N)n(CCCC)c(=O)[nH]c1=O
→ -1.4, -3, -1.2, 2, -1.5, 3, 0.4, -2, 3, -0.5, 7
Cc1ccc(N2C(=O)CS(=O)C(c3ccccc3)C2=O)cc1C (stereo not given)
→ -0.5, 3, 1.6, 2, -0.3, 2, -0.3, 1, 3, 0.6, 1
Clc1ccc(Sc2ccccn2)cc1
→ -0.1, 3, 0.1, 0, 0.2, -2, -0.4, -9, -2, -0.5, 2
Cn1c(N)c(C(C[N+](=O)[O-])c2c(F)cccc2Cl)c(=O)n(C)c1=O (stereo not given)
→ -5.1, -4, 0.1, 3, -1.2, -3, -1.1, 4, 2, -0.6, 3
COc1cc(S(=O)(=O)N(C)Cc2ccc3c(c2)OCCO3)ccc1NC(C)=O
→ -1.9, 10, -0.9, 3, -0.8, -5, -1.0, -9, -2, 0.4, -3
CC(C)c1ccc2c(c1)C(N1CCNCC1)Cc1ccc(F)cc1S2 (stereo not given)
→ 0.4, 3, -1.0, 7, -2.1, -3, x, -13, 1, -0.5, 3
Cc1nnc(SCC(=O)Nc2ncc(Cc3ccc(F)cc3)s2)n1N
→ 0.6, -5, -1.4, 3, -0.8, 1, 0.2, 1, -3, 0.2, 10
CCOC(=O)c1c(C)oc2cc(Br)c(OC)cc12
→ 0.4, 3, -1.6, 9.8*, -1.5, -3, 1.2, 1, 5, 0.4, -1
CN(C)S(=O)(=O)c1ccc2nnn(OCC(=O)NC34CC5CC(CC(C5)C3)C4)c2c1
→ -4.7, 2, -3.2, 2, -1.0, 0, -2.4, -2, 0, -0.4, 0
C=CCN(CC=C)S(=O)(=O)c1ccc(NC(=S)NC(=O)Cc2ccc(OC)cc2)cc1
→ -3.7, 1, -0.8, -1, -1.6, 0, 0.0, -5, 1, -0.7, -1
CC(=O)N1CCc2cc(S(=O)(=O)CCC(=O)N(C)c3cc(C)ccc3C)ccc21
→ 2.1, 4, -0.9, 2, -1.4, -1, -0.7, -10, 7, -2.4, -5
COc1ccc(Nc2nc(N)nc(CN3CCc4ccccc4C3)n2)cc1
→ -1.1, 0, 0.0, 1, -0.7, 2, 2.7, 2, 0, 0.5, 6
CSc1ccccc1NC(=O)CN(C)CC(=O)c1c(C)[nH]c2ccccc12
→ -3.1, -6, -0.2, -1, -0.9, 4, 0.3, -6, 0, 0.9, 0
COc1ccc(/C=N/NC(=O)CSCc2ccc([N+](=O)[O-])cc2)cc1OC
→ 0.5, 2, -2.2, 3, -1.3, -3, -1.2, -1, -3, -0.1, -2
Cc1ccccc1C(=O)O/N=C1\CCS(=O)(=O)c2sccc21
→ 2.4, 0, -1.2, -1, -0.9, 6, 0.3, 3, -4, -0.4, -4
C=CCN1C(=O)/C(=C\c2cc(Br)c(OCc3ccccn3)c(OC)c2)SC1=S
→ 0.9, 5, -1.4, 1, -0.9, 1, 1.0, 1, 1, -0.4, -1
COc1cccc(Cn2c(=O)c3[nH]cnc3n(-c3ccccc3C)c2=O)c1
→ -2.4, 1, -0.9, 1, -1.2, -2, -0.5, 0, 1, 0.4, 1
Cc1ccc(NC(=O)c2ccc3c(c2)CCN3S(C)(=O)=O)c(C)c1
→ 0.1, -4, 0.3, -1, -1.6, 6, -1.3, -4, -2, 0.3, -5
CCOC(=O)c1c(C)[nH]c(C(=O)OCc2ccccc2)c1C
→ 12*, -3, 3.8, -1, 1.9*, 3, 0.6, -8, 8.8*, 15*, 2
S=C(NCCc1ccccn1)Nc1cccc(Cl)c1
→ 0.4, 6, -2.9, 3, -1.4, -2, 0.1, 4, 2, -0.6, 4
O=C(CCCOc1ccc(Cl)cc1Cl)Nc1ccc(O)cc1C(=O)O
→ -1.0, -1, 0.5, -21, -0.6, -4, 1.5, -37, -13, 0.9, 6
COc1ccc(O)c(CN2CCC(n3nccc3NC(=O)c3ccccc3Cl)CC2)c1
→ -5.9, 1, -1.6, 0, -0.8, -3, -0.2, -10, 2, -1.2, -1
Cc1cnc(C(=O)Nc2ccc(C)c(S(=O)(=O)N3CCCCC3)c2)cn1
→ -3.2, -2, -0.6, -2, 0.0, -2, -0.5, -11, -1, -1.1, -5
Cn1c(=O)c2[nH]c(SCC(=O)c3ccc(F)cc3)nc2n(C)c1=O
→ -0.7, -2, 2.7, -2, -1.1, -1, -0.5, -8, -1, 0.1, 4
CC(=O)c1c(OCC(=O)O)ccc2c(C)cc(=O)oc12
→ -1.3, -1, -1.5, -5, -1.2, 0, 1.0, -10, -16, 0.8, -2
CN(Cc1ccccc1)C(=O)c1cccc(NC(=O)Cc2ccc(NC(=O)C3CCN(C(=O)C4CCCCC4)CC3)cc2)c1
→ 0.6, 2, -1.3, -1, -0.9, -2, -0.3, -2, 1, -0.4, 2
COc1ccc2c(OC)c3ccoc3nc2c1OC
→ 2.8, -8, -2.0, i, -1.4, 1, -1.1, i, i, 0.1, -4
Cc1ccc(/C=C2\SC(=S)N(c3c(C)n(C)n(-c4ccccc4)c3=O)C2=O)cc1
→ -0.4, -4, -2.1, 3, -1.6, 1, -1.4, 2, -1, -2.5, 3
CN(C(=O)Nc1ccccc1)n1cnc2ccccc2c1=O
→ 0.6, 5, -0.2, 1, -1.9, 3, -0.6, -4, -3, -0.3, -4
Cc1ccc(C)c(S(=O)(=O)N2CCN(C(=O)C(C)Sc3ccccc3)CC2)c1 (stereo not given)
→ -1.3, -1, 0.3, -1, -0.9, 0, 0.4, -6, -3, 0.2, -3
Cc1noc(C)c1COC(=O)c1csc2c1CCCC2
→ 0.8, -5, -1.3, 4, -0.7, -3, -1.4, -5, 0, 1.6, 4
COC(=O)\C(C(C)=O)=C(/C=C/C=C/C=C/N(C)C)N(C)C
→ -0.6, 11, 1.0, -15, -0.8, 1, 0.8, -17, -9, -0.3, -1
C=C(C)C1CC=C(C)/C(=N/NC(=O)c2cccs2)C1 (stereo not given)
→ 5.7, -2, -1.3, -28, 0.1, 2, 4.2, -30, -7, 0.4, -3
CCN/N=C(\Cc1nc2ccccc2[nH]1)c1ccccc1
→ 7.3, 0, 2.6, -72, 0.1, 4, 1.1, -85, -10, 1.0, 1
CCOC(=O)/C=C1/SCC(=O)N1CC(=O)NC12CC3CC(CC(C3)C1)C2
→ -1.5, 2, -0.5, 2, -1.1, -2, -0.6, 1, -3, -0.6, 1
O=C(NCCN1CCOCC1)C1CCCN(S(=O)(=O)c2ccc(F)cc2)C1 (stereo not given)
→ 3.1, 8, -1.2, 2, -1.1, -3, 0.0, 0, -7, 0.6, -2
Cc1sc2nc(SCc3nc(-c4ccccc4)no3)n(-c3ccccc3)c(=O)c2c1C
→ 1.1, 3, -1.8, 6, -0.8, 1, -0.5, 2, 3, -0.2, 1
CS(=O)(=O)n1nc(-c2ccc(Cl)cc2)nc1SCc1ccccc1
→ 7.7, 4, 0.3, -1, -1.1, 5, 0.7, 4, 2, 1.6, 9
CCOC(=O)c1c(NC(=O)C2Cc3ccccc3C(=O)O2)sc2c1CCCC2 (stereo not given)
→ -0.4, 1, -0.1, 4, -0.8, 3, 1.0, -2, -2, 0.2, 35*
CN(C)c1ccc(N2C(=NC(=O)CCc3ccccc3)SC3CS(=O)(=O)CC32)cc1 (stereo not given)
→ -1.1, -4, -0.6, -1, -1.0, -1, -0.2, -6, 1, 0.3, 4
COc1ccc(OC)c(NC(=O)CS(=O)(=O)c2ccccc2)c1
→ -2.8, 4, 1.0, -1, -1.6, -3, -0.7, -4, -5, -0.1, -1
O=C(CCN1C(=O)c2ccccc2C1=O)Nc1cccnc1
→ 0.3, -1, -1.2, -1, -1.8, 1, 3.5, -1, -2, 0.0, -4
CCN(CC)c1ccc(N2C(=NC(=O)C3CCCO3)SC3CS(=O)(=O)CC32)cc1 (stereo not given)
→ 1.1, 2, 0.5, 0, -0.8, 0, 0.0, -6, 2, 0.2, -4
O=C(OCC(=O)c1cccs1)c1ccc(NC(=O)c2ccco2)cc1
→ 0.6, 3, -1.9, -1, -1.3, 5, -1.0, -2, -4, -0.2, -4
CC1(C)CC2(C)Nc3ccccc3N2C(=S)N1 (stereo not given)
→ -3.2, -2, -1.8, 2, -1.8, 1, 0.9, 3, -1, -0.2, 1
O=C(NCc1ccc2c(c1)OCO2)C1CC(=O)N(CCc2ccccc2)C1 (stereo not given)
→ 0.0, 1, -2.0, -1, -1.6, -3, 0.7, -6, -3, -0.8, -7
C=CCn1c(CNc2ccccc2)nnc1SCC(=O)N/N=C/c1ccc(O)cc1O
→ -0.7, -1, -0.4, -5, -1.2, -1, -0.1, -5, -1, -0.2, 2
O=C(OCC#CCSc1nnc(-c2cccc3ccccc23)o1)c1ccncc1
→ 1.5, -4, -3.3, -15, -1.2, x, x, -23, -4, x, 1
Cc1c(Cc2ccccc2)c(=O)oc2c(C)c(OCC(=O)NCc3ccccn3)ccc12
→ 0.0, 1, -2.4, -1, -0.9, -1, 0.3, -7, -9, -0.2, 5
CC(C)CCn1cnc2c(sc3nc4c(cc32)CSC(C)(C)C4)c1=O
→ -9.5, 5, -4.2, 0, -2.8, -5, 2.9, 2, -4, -2.0, 6
O=C1Cn2nnc(-c3ccccc3)c2C2c3ccccc3CCN12 (stereo not given)
→ -1.6, 7, -0.5, 2, -0.1, -4, x, -1, 0, -0.6, -5
Cc1cccc(Cc2c(C)nc3nc(SCC(=O)NCc4ccco4)nn3c2C)c1
→ -0.9, 0, -0.3, -5, -1.7, 0, 0.3, -6, 0, -0.6, -6
O=C1c2cccnc2Nc2ccccc2N1CCCF
→ -1.6, 2, -1.9, 6, -1.2, 1, -0.2, 2, 1, -0.6, 2
COc1cccc2cc(C(=O)Nc3ccccc3C)/c(=N/NS(=O)(=O)c3ccccc3)oc12
→ -1.3, 2, -3.0, 6, -0.7, 0, 0.9, 0, -3, 0.0, 3
O=C(NCc1cccs1)C1C(=O)Nc2ccccc2C(=O)N1C1CCCC1 (stereo not given)
→ -1.3, 7, -0.1, -9, -0.7, -3, x, -10, -11, 1.2, 5
CCCOc1cccc(C(=O)N(Cc2cccs2)C2CCS(=O)(=O)C2)c1 (stereo not given)
→ -0.1, 2, -2.4, -2, -1.3, -2, -0.1, 0, -7, -0.9, -2
O=C(O)/C=C/c1ccc2noc(-c3ccccc3)c2c1
→ 2.5, -4, -2.2, -3, -2.1, -3, -1.4, -13, -5, 0.7, 1

Assay outcomes deposited in PubChem BioAssay by several laboratories.
